HCV inhibitor: inhibitors of hepatitis C virus infection; 340,000 tested, 3.4% active; Potency, µM (doses to about 41.8 µM), for inactives: at the highest dose activity change, negative = inhibition, usual class: inhibitors; Huh7.5.1 HCVcc-Cre infection, luciferase reporter, 44 h; active = well fitted inhibition curve with a large enough effect; inconclusive = small, poorly fitted or top-dose-only effect, or another doubt; inactive = no such curve, though single readings can be large or run the other way
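Compounds are dispensed onto cells plated 4 h earlier at 1,000 per well, with HCVcc-Cre virus (about 0.5 moi) added next. Following 44 h of culture, luminescent signal is measured for 15 sec after 15 min with substrate at room temperature.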
Starred values were filed as active, the others as inactive; ? = inconclusive; [ ] = remark or other dose. % is set by controls: 0 for no effect and ±100 for the full control effect; potency is the fitted concentration of half-maximal effect. A portion of the library, so the mix of outcomes need not match the whole.

SMILES | HCV inhibitor
CCOc1ccc(CCNC(=O)c2ccc(C)c(S(=O)(=O)N3CCOCC3)c2)cc1OCC | 10µM*
CN(C)C(=O)CCc1ccc2c3c([nH]c2c1)[C@]1(CCC2CCCC2)[C@@H](C(=O)N2CCOCC2)C[C@H](CC(=O)NCCN2CCOCC2)C(=O)N1CC3 | 0.32µM*
CCOC(=O)c1ccc(S(=O)(=O)NCCNCc2ccccc2)cc1 | 1%
O=C(CCC(=O)c1cccs1)NNC(=O)c1cc(Cl)ccc1Cl | 14%
CN(C)c1cccc(F)c1C(=O)NC(=O)Nc1ccc(Cl)cc1 | -15%
COc1ccc(Cl)cc1CC=NNC(=O)c1cccc(C)c1O | 9%
Cc1cc(C(=O)NNC(=O)C(CCC(N)=O)NS(=O)(=O)c2ccc(Cl)cc2)c(C)o1 (centres undefined) | 7%
O=S1(=O)N[C@@H](Cc2ccccc2)COc2cc(Br)ccc21 | ?
COc1ccc(-c2cc(C(=O)Nc3ccccc3O)c3ccccc3n2)cc1 | -29%
Cc1cccn2c(=O)c3cc(C#N)c(=NC(=O)c4ccccc4)n(Cc4ccco4)c3nc12 | 4µM*
CC(=O)c1ccc(NC(=O)C(C)OC(=O)/C=C/c2ccco2)cc1 (centres undefined) | ?
CC#CCN1C=C(C(=O)OCC)C(C)N(Cc2ccc(Br)cc2)S1(=O)=O (centres undefined) | ?
C=CC[C@@H](CC(=O)N[C@@H](CO)Cc1ccccc1)C(=O)N[C@H](COC(=O)[C@@H](CC=C)CC(=O)OC(C)(C)C)Cc1ccccc1 | -14%
CCOC1=C(N2CC2)C(=O)C(OCC)=C(N2CC2)C1=O | 16%
CC(C)[C@H](NC(=O)OCc1ccccc1)C(=O)OCC(=O)NCc1ccco1 | -19%
CCOC(=O)N(Cc1ccccc1)C1CC1 | 28%
COc1cccc(N2[C@@H](CC(C)=O)c3ccccc3S2(=O)=O)c1 | 5%
COc1cc(NC(=O)COC(=O)c2ccc([N+](=O)[O-])s2)cc(OC)c1OC | ?
CCC1(C)NC(=O)N(CC(=O)Nc2cc(C)on2)C1=O (centres undefined) | 7%
CC(C)OC(=O)c1c(N)sc2c1CCCC2 | -21%
CC(C)(C)OC(=O)NCc1ccc(CNC(=O)c2ncn(Cc3ccccc3)c2C(=O)NCc2ccc(CNC(=O)OC(C)(C)C)cc2)cc1 | 16%
O=C(CSc1ncccn1)Nc1cccc(S(=O)(=O)N2CCOCC2)c1 | 8%
N#Cc1ccccc1COC(=O)c1cccc(S(=O)(=O)N2CCCC2)c1 | ?
COC(=O)C1=C(c2cc3ccccc3s2)C[C@@H]2CC[C@H]1N2C(=O)NCc1ccccc1 | -13%
CC1CCCC(NC(=O)COC(=O)c2ccc([N+](=O)[O-])s2)C1C (centres undefined) | 19%
Cc1ccccc1C(=O)NC(CC(C)C)C(=O)NCC(C)(C)N1CCOCC1 (centres undefined) | 27%
CCN(C(=O)COC(=O)CN1C(=O)c2ccccc2C1=O)c1ccccc1 | 3%
CC(C)CNC(=O)COC(=O)c1c2c(nc3ccccc13)/C(=C\c1cccs1)CC2 | ?
O=C(COC(=O)/C=C/c1ccc(OC(F)F)cc1)NC1CCCCCC1 | 3%
Cc1ccc(Cn2c(CCNc3nc(-c4ccc(C)cc4)cs3)nc3cc(C(=O)NCCCO)ccc32)cc1 | -3%
O=C(NC1CC1)C1=C[C@H](c2coc3ccccc3c2=O)C[C@H](OCc2ccc(CO)cc2)O1 | -1%
CN(Cc1ccccc1)CC1C2CCC(C2)C1O (centres undefined) | 12%
CC(C)[C@H](NC(=O)c1ccccc1)C(=O)OCC(=O)Nc1ccc(S(=O)(=O)N2CCOCC2)cc1 | -6%
C[C@@H]1CN([C@@H](C)CO)C(=O)c2cccc(NS(C)(=O)=O)c2O[C@H]1CN(C)C(=O)Nc1ccc(F)cc1 | 5%
C#CCOCCOCCOCCNc1nc(N2CCN(C(=O)[C@H](CCC(=O)O)n3cc([C@@H](N)CC(N)=O)nn3)CC2)nc(N2CCN(C(=O)[C@H](CCC(=O)O)n3cc([C@@H](N)CC(N)=O)nn3)CC2)n1 | 13%
Cn1cc(C(=O)NCC(=O)Nc2ccccc2Br)cn1 | 2%
CCOc1ccc(N2C(=O)CC(Sc3nc4ccc(OCC)cc4s3)C2=O)cc1 (centres undefined) | 20%
C#CCCC/C(=C\C(=O)N(C)[C@H](C(=O)N(C)[C@H](C(=O)N(C)[C@H](C(=O)N(C)[C@H](C(N)=O)C(C)C)C(C)C)C(C)C)C(C)C)OC | -23%
CC(C)=N/N=C1/NC(=O)C(c2ccc(Cl)cc2)S1 (centres undefined) | 2%
Cc1nc(Nc2nc3c(c(=O)[nH]2)CCC3)nc2ccccc12 | ?
Oc1cccc(C=NN=C2c3ccccc3-c3ccccc32)c1 | ?
CC(C)(C)C(=O)Nc1ccc(C(=O)COC(=O)c2ccccn2)cc1 | 12%
CC(=O)[C@H]1CCC2C3CC[C@H]4C[C@@H](O)CC[C@]4(C)C3CC[C@@]21C (some centres undefined) | -5%
Cc1cccc(Cc2nc3ccccc3[nH]2)c1 | 15%
Cc1cc(C(=O)OCC(=O)Nc2cccc(S(N)(=O)=O)c2)c(C)o1 | 12%
COc1cc(NC(=O)c2cc(-c3ccccc3)nc3c2cnn3C(C)C)cc(OC)c1OC | ?
CC(C)(C)c1nnc(NS(C)(=O)=O)s1 | -2%
CC(C)CCN1CCC(CN2C(=O)C(=O)NC[C@@H]2Cc2ccccc2)CC1 | 9%
CC(=O)c1ccc(NC(=O)COC(=O)/C=C/c2cccs2)cc1 | -22%
CCn1ncc(C(=O)Nc2ccc(F)cc2)c1C | 14%
CCN(C[C@H]1N[C@@](CC)(C(=O)OC)[C@H]2C(=O)N(Cc3ccccc3)C(=O)[C@@H]12)C(=O)C1CCCCC1 | ?
CC(C)=CCc1c([C@@H]2CCc3ccc(O)cc3O2)cc2c(c1O)OC(C)(C)C=C2 | 14µM*
COc1ccc(CCNC(=O)CSc2nc3scc(-c4ccccc4)c3c(=O)[nH]2)cc1 | -5%
CCCCC(=O)OCC(=O)C1(O)Cc2c(O)c3c(c(O)c2C(OC2CC(NC(=O)C(F)(F)F)C(O)C(C)O2)C1)C(=O)c1c(OC)cccc1C3=O (centres undefined) | 3.5µM*
COc1ccc([N+](=O)[O-])cc1NC(=O)COC(=O)Cn1cnc2ccccc2c1=O | -12%
O=C(Nc1ccccc1N1CCOCC1)C1CCCO1 (centres undefined) | 13%
COCCNC(=O)c1cc(-c2ccccc2C)n(CC2CC(c3cccc([N+](=O)[O-])c3)=NO2)n1 (centres undefined) | ?
Cc1ccc(C(=O)C2C(c3ccc(-c4ccccc4[N+](=O)[O-])o3)NC(=O)NC2(O)C(F)(F)F)cc1 (centres undefined) | -22%
COc1cc2c(cc1N)-c1ccc(N)cc1C2 | 14%
Cc1noc(C)c1S(=O)(=O)N(C)C[C@H]1Oc2ccc(NC(=O)C3CCCCC3)cc2C(=O)N([C@H](C)CO)C[C@@H]1C | -2%
(continued)
SMILES | HCV inhibitor
C[C@@H]1COC(=O)[C@@H](Cc2ccc(F)cc2)CC/C=C\C[C@@H](CC(=O)NCCO)C(=O)N1 | 0%
O=C1N[C@@H](Cc2ccccc2)COC(=O)[C@H](Cc2ccc(F)cc2)C/C=C\C[C@H]1CC(=O)N(CCO)Cc1ccccc1 | -21%
Cc1noc(C)c1NC(=O)N(C)C[C@@H]1Oc2ccc(NS(=O)(=O)c3c(C)noc3C)cc2C(=O)N([C@H](C)CO)C[C@H]1C | 3.2µM*
O=C(N/N=C/c1ccoc1)c1cccc(OC(F)(F)C(F)F)c1 | 18%
CC(=O)Nc1ccc(S(=O)(=O)N[C@@H](C)C(=O)NC2CCCc3ccccc32)cc1 (some centres undefined) | -1%
CCCC(C)C1c2c(c(C)c(C)oc2=O)Oc2c(C)c(C)oc(=O)c21 (centres undefined) | ?
CCCOc1ccc(-c2cc3onc(-c4ccccc4)c3c(=O)n2C)cc1 | ?
COc1ccccc1C(=O)Nc1ccc(S(=O)(=O)N2CCN(C)CC2)cc1 | 0%
Nc1ccc(Br)cc1 | 12%
O=C1CCCCC1Nc1ccc(Cl)cc1 (centres undefined) | 29%
COc1ccc(C(=O)OCC(=O)c2ccc3[nH]c(=O)[nH]c3c2)c(OC)c1OC | -4%
O=C(COC(=O)c1ccc(Br)o1)NCc1ccco1 | 16%
COc1cc(OCc2ccccc2)c(C(=O)/C=C/c2ccc3c(c2)OCO3)c(OC)c1OC | 4%
CC(C)(O)c1cc2ccc(C#CCCN3C(=O)c4ccccc4C3=O)cc2c(=O)o1 | 12%
CCN(CC)c1ccc(S(=O)(=O)N2CCOCC2)cc1NC(=O)COC(=O)/C=C/c1ccc(O)c(OC)c1 | ?
CC1(c2nnc(-c3cccc(Cl)c3)o2)CC(c2ccc(C#N)cc2)=NO1 (centres undefined) | -14%
O=C1CCCCC1(c1ccccc1)c1ccccc1 | 30%[activator]
O=C(O)C(S)C(S)C(=O)O (centres undefined) | ?
COc1cc2ccccc2cc1C(=O)NC1CCC(C)CC1 (centres undefined) | ?
CCCCNS(=O)(=O)CCNCc1ccco1 | 5%

A section taken from the entries so far, for reference:
SMILES | HCV inhibitor
Cc1ccc(C(=O)C2C(c3ccc(-c4ccccc4[N+](=O)[O-])o3)NC(=O)NC2(O)C(F)(F)F)cc1 (centres undefined) | -22%
COc1cc2c(cc1N)-c1ccc(N)cc1C2 | 14%
Cc1noc(C)c1S(=O)(=O)N(C)C[C@H]1Oc2ccc(NC(=O)C3CCCCC3)cc2C(=O)N([C@H](C)CO)C[C@@H]1C | -2%
C[C@@H]1COC(=O)[C@@H](Cc2ccc(F)cc2)CC/C=C\C[C@@H](CC(=O)NCCO)C(=O)N1 | 0%
O=C1N[C@@H](Cc2ccccc2)COC(=O)[C@H](Cc2ccc(F)cc2)C/C=C\C[C@H]1CC(=O)N(CCO)Cc1ccccc1 | -21%
Cc1noc(C)c1NC(=O)N(C)C[C@@H]1Oc2ccc(NS(=O)(=O)c3c(C)noc3C)cc2C(=O)N([C@H](C)CO)C[C@H]1C | 3.2µM*
O=C(N/N=C/c1ccoc1)c1cccc(OC(F)(F)C(F)F)c1 | 18%
CC(=O)Nc1ccc(S(=O)(=O)N[C@@H](C)C(=O)NC2CCCc3ccccc32)cc1 (some centres undefined) | -1%
CCCC(C)C1c2c(c(C)c(C)oc2=O)Oc2c(C)c(C)oc(=O)c21 (centres undefined) | ?
CCCOc1ccc(-c2cc3onc(-c4ccccc4)c3c(=O)n2C)cc1 | ?
COc1ccccc1C(=O)Nc1ccc(S(=O)(=O)N2CCN(C)CC2)cc1 | 0%
Nc1ccc(Br)cc1 | 12%
O=C1CCCCC1Nc1ccc(Cl)cc1 (centres undefined) | 29%

(more compounds)
SMILES | HCV inhibitor
C=C1CC[C@@H]2[C@](C)(CCC[C@@]2(C)/C=C/[C@@H](O)C(C)(C)O)[C@H]1CC(=O)NCCS(=O)(=O)O | -9%[8.37 µM]
Cc1cc(-c2nc3ccccc3s2)ccc1N | -17%
Cc1c(Cl)cccc1NC(=O)CNC(=O)C1CC(=O)N(C2CCCC2)C1 (centres undefined) | 2%
Cc1cccc(-n2c(C)nc3ccsc3c2=O)c1 | 3%
O=C(NN1CCOCC1)c1cccc(Br)c1 | 11%
O=C(Nc1cccc(C(=O)N2CCCC2)c1)C1CCCC1 | -2%
CCN1C(=O)NC(c2ccccc2)(c2ccccc2)C1=O | 11%
CC(=O)N1CCC(N(CCN2CCOCC2)C(=O)Nc2ccc(Cl)c(Cl)c2)CC1 | 2%
CCN(CC)C(=O)[C@H]1C[C@H](CC(=O)NCCN2CCOCC2)C(=O)N2CCc3c([nH]c4cc(CCC(=O)N(C)C)ccc34)[C@]12C | 7%
COc1ccc2c(c1)-c1ccccc1S(=O)(=O)N(C)C2 | 22%
COc1cc(NCCCn2ccc(NC(=O)OCc3ccccc3)nc2=O)cc(OC)c1OC | -7%
COc1ccc(NC(=O)CN(C)C(=O)C2(c3ccccc3)CCCC2)cc1 | ?
O=C(CC1C=CCC1)Nc1ccccc1 (centres undefined) | 0%
CCOC(=O)C1=C(CCc2ccccc2)NC(=O)NC1c1ccc(C#N)cc1 (centres undefined) | -3%
COc1cc(/C=C/C(=O)OCC(=O)Nc2cc(S(=O)(=O)N3CCOCC3)ccc2Cl)cc(OC)c1OC | -22%
CC(=O)OC1(C(C)=O)CCC2C3CC(C(F)(F)F)C4=CC(=O)CCC4(C)C3CCC21C (centres undefined) | ?
CC(C)Oc1ccc2ccccc2c1CNC[C@H]1O[C@@H](n2cnc(C(N)=O)n2)[C@H](O)[C@@H]1O | 5µM*
CC1CC1C(=O)OCC(=O)Nc1ccc(S(=O)(=O)N2CCOCC2)cc1 (centres undefined) | -10%
O=C(NNc1nc(N2CCOCC2)nc(N2CCOCC2)n1)c1ccccc1 | 21%
COC(=O)[C@@H](NCc1ccc(B(O)O)cc1)C(C)C | 20%
NC(=O)C1CCN(C(=O)c2ccc(Cl)c(S(=O)(=O)N3CCCCCC3)c2)CC1 | 3%
Cn1c(=N)n(CC(=O)c2ccc(Br)cc2)c2ccccc21 | 6.3µM*
NC1=C(Cl)C(=O)c2ccc(S(N)(=O)=O)cc2C1=O | 0.56µM*
CCN(CC(=O)NCc1cccs1)C(=O)Cc1ccc(C)c(C)c1 | 0%
CCOC(=O)C1(C(=O)OCC)C(C(=O)c2ccccc2)C1c1ccccc1 (centres undefined) | ?
COC(=O)[C@H](CO)N1C(=O)[C@@H]2[C@H](C1=O)C1C=C[C@H]2C1 | 36%[activator]
Cc1ccccc1C(=O)N1CCC(C(=O)N2CCN(Cc3ccc4c(c3)OCO4)CC2)CC1 | -10%
CC(C)(C)c1ccc(C(=O)NCCC(=O)NNC(=O)COc2ccccc2F)cc1 | 3%
COc1ccc(C2/C(=C(/O)c3cnn(-c4ccccc4)c3C)C(=O)C(=O)N2CCN(C)C)cc1OC (centres undefined) | -19%
Cc1ccc(S(=O)(=O)N[C@H](C(=O)OCC(=O)NC(=O)C2CCCCC2)C(C)C)cc1 | 35%[activator]
O=C(CSc1ccc2ccccc2n1)NCCCN1CCCC1=O | 16%

Assay outcomes deposited in PubChem BioAssay by National Center for Advancing Translational Sciences (NCATS).
